From PubChem
RXFP1 antag: antagonists of human relaxin receptor RXFP1; Q9HBX9; HEK293-RXFP1, relaxin-stimulated cAMP HTRF, 30 min; hits give low values; activity change, negative = inhibition, % at 57.5 µM; actives 0.59% (n = 350,000);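 active = activity change of -60% or lower, but not beyond a set lower limit; inconclusive = change between -60% and -40%, or beyond the set limit; inactive = change above -40%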; note: % is set by controls: 0 for no effect and ±100 for the full control effect
TRHR PAM: TRH receptor (human) allosteric enhancement. P34981. TRHR cells, fluo-8 calcium fluorescence, EC20 TRH enhancement. enhancement, % at 2 µM. actives 0.66% (n = 360,000). AID 493056; in the data active = enhancement above about 30%; note: 0% is about no effect
Target sequence (P34981 whole entry, looked up): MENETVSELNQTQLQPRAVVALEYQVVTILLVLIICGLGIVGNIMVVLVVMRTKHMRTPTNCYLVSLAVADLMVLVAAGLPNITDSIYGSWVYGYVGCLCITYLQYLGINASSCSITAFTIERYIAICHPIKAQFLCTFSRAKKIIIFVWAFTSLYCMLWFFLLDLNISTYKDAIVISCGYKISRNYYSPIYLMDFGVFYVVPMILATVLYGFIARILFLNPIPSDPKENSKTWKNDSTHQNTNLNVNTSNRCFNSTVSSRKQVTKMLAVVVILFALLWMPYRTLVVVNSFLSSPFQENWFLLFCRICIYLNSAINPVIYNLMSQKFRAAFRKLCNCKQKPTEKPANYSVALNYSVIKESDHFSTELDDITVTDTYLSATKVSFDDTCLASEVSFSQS
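Enhancer read-out: after compound pinning and an initial kinetic agonist-mode read, an EC20 of TRH (10 nM final) was injected and fluo-8 calcium signal (Ex 480/Em 530) followed at 1 s/cycle for 100 cycles in TRHR-expressing cells.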
D1 PAM: human D1 dopamine receptor positive modulation; P21728; HEK293 TREx D1 cells, calcium flux, dopamine EC20 potentiation; potentiation, % at 10 µM; actives 0.036% (n = 360,000); in the data active = potentiation above about 30%; note: 0% is about no effect
D1 agonist: agonists of human D1 dopamine receptor | P21728 | HEK293 T-REx D1 cells, calcium flux, agonist mode | activation, % at 2 µM | actives 1% (n = 360,000); in the data active = activation above about 30%; note: 0% is about no effect
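Agonism was scored from calcium flux recorded over 180 s (1 read/s) after pintool compound addition, following a 10-cycle baseline. Cells were inducible force-coupled HEK293 TREx D1, plated overnight at 30 C and loaded with no-wash calcium dye.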
D1 antagonist: blocks dopamine activation of the human D1 receptor | actives 3.2% (n = 360,000) | P21728 | HEK293 TREx D1 cells, calcium flux, dopamine EC80; hits give low values | activity change, negative = inhibition, % at 10 µM; in the data active = activity change below about -30%; note: % is set by controls: 0 for no effect and ±100 for the full control effect
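Using tetracycline-induced force-coupled D1 Hek293 cells and a calcium dye, signals were followed for 180 s after compound, then for 180 s after EC80 dopamine, to detect inhibitors.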
D2 ag: activates the human D2 dopamine receptor; HEK293 T-REx D2 cells, calcium flux agonist mode; activation, % at 2 µM; P14416; AID 485358; actives 0.53% (n = 340,000);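 active = activation over 3 SD above normal in the single-dose calcium agonist read, cut at about 30% in these data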; note: 0% is about no effect
Target sequence (P14416 whole entry, looked up): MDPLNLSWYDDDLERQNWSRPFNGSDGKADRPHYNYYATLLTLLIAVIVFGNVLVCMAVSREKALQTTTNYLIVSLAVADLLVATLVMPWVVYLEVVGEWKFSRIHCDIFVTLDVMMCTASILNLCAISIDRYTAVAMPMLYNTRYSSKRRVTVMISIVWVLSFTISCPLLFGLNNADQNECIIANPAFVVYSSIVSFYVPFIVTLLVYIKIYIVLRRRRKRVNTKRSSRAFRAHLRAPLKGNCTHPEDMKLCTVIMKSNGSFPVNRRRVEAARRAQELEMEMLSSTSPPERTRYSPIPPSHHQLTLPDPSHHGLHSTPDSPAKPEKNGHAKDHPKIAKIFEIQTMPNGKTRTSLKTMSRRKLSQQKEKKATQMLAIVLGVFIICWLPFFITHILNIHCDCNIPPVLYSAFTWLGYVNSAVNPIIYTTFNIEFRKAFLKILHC
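Agonism scored from kinetic calcium signal (1 read/sec, 180 s) following compound pin transfer, after a 10 s baseline. Cells: HEK293 Trex line expressing inducible D2 receptor coupled to calcium, dye-loaded after overnight culture at 30 C.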
RXFP1 ag: activates the human relaxin receptor RXFP1 | HEK293T-RXFP1 cAMP TR-FRET, 30 min; response scale: percent of porcine relaxin response, buffer zero | actives 0.3% (n = 370,000) | Potency, µM (highest dose often 57.5 µM), without a hit: at the highest dose activation, usual class: activators | Q9HBX9; active = well fitted activation curve with a large enough effect; inconclusive = small, poorly fitted or top-dose-only effect; note: potency is the fitted concentration of half-maximal effect; % is set by controls: 0 for no effect and ±100 for the full control effect; nearly all actives have a fitted effect of over 60% in size; many of its hits are not listed in these tables
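cAMP rise read by TR-FRET after 30 min, 37C compound exposure (up to 58 uM) in RXFP1-transfected HEK293 cells with Ro 20174 present. EC50 from Hill-equation fits, with 29 nM porcine relaxin as 100% and buffer as basal.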
D2 antagonist: D2 dopamine receptor (human) antagonism | HEK293 TREx D2 cells, calcium flux, dopamine EC80 | actives 2% (n = 340,000) | P14416 | inhibition, % at 10 µM | AID 485344; in the data active = inhibition above about 30%; note: 0% is about no effect
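Calcium flux kinetic readout in an inducible HEK293 TREx D2 line plated overnight at 30 C. After 180 s compound exposure, an EC80 dopamine challenge follows with another 180 s kinetic read to detect antagonism.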
D2 PAM: positively modulates the human D2 dopamine receptor allosterically; actives 0.34% (n = 340,000); HEK293 T-REx D2, calcium flux, EC20 dopamine potentiation; AID 485347; potentiation, % at 10 µM;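 active = potentiation over 3 SD above the plate norm, cut at about 30% in these data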; note: 0% is about no effect
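Calcium flux readout, no-wash dye, 1 read/s. Inducible HEK293 Trex D2 line, overnight 30 C. Compound alone 180 s (agonist flags), then EC20 dopamine, another 180 s to score potentiation.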
* marks the source's active call; other numbers are inactive results; u = inconclusive; x = no result given. A portion of the library; the hit share may differ from the screen's.

SMILES | RXFP1 antag | TRHR PAM | D1 PAM | D1 agonist | D1 antagonist | D2 ag | RXFP1 ag | D2 antagonist | D2 PAM
CC1CC(N(C(=O)c2ccc(Cl)cc2)c2ccccc2)c2ccccc2N1C(=O)c1ccco1 (stereo not drawn) | -27 | -12 | -6 | 2 | -46* | 0.0 | 1.9% | -9 | 3
O=C(Cn1ccc(NC(=O)OCc2ccccc2)nc1=O)NCCc1c[nH]c2ccccc12 | x | -7 | -1 | -1 | 4 | -0.2 | 0.0% | 4 | 5
Cc1ccc(SCC(=O)Nc2nccs2)cc1 | 6 | -7 | 1 | -1 | -15 | 0.3 | -2.4% | 12 | 8
C/C(=N\NC(=O)CC(C)C)c1c(C(F)(F)F)[nH]n(-c2nc3ccccc3s2)c1=O | 19 | 7 | -5 | 1 | -17 | -1.4 | -0.8% | -5 | -21
Cc1cccc(NC(=O)CCC(=O)N/N=C/c2ccncc2)c1 | -10 | 1 | 1 | 2 | 3 | -0.3 | 3.8% | -12 | 1
Cc1cccc(NC(=O)CCN2CCN(C)CC2)c1 | -7 | 11 | 0 | 4 | 14 | -5.7 | 2.3% | 12 | 1
O=C(CN1CCN(c2ccc(O)cc2)CC1)NC1CCCc2ccccc21 (stereo not drawn) | x | 9 | 0 | 5 | -8 | -0.5 | -0.3% | 4 | 9
CCOC(=O)c1ccc(N2C(=O)c3n[nH]c(-c4cccs4)c3C2c2cccc(OC)c2)cc1 (stereo not drawn) | x | 7 | 5 | 11 | 34 | 0.3 | 4.3% | x | 6
O=C1CN(CC(=O)NC2CCCc3ccccc32)CCN1 (stereo not drawn) | -1 | 7 | -2 | 2 | 1 | x | 0.3% | x | x
CC(N=c1ccccn1C(=O)Nc1cccc(C(F)(F)F)c1)c1ccco1 (stereo not drawn) | 8 | 2 | -5 | 1 | -12 | 0.9 | 2.7% | 17 | 1
COc1cc(Cl)c(C)cc1NCC(=O)Nc1cccc(S(=O)(=O)N2CCCC2)c1 | 7 | -11 | -7 | 0 | 8 | -0.2 | -0.1% | -23 | 7
CN(CCCOc1ccccc1F)Cc1ccccc1 | -13 | 20 | -11 | 4 | -13 | -1.2 | 0.1% | 19 | -22
CC(C)NC(=O)CSc1c2c(nc3ccccc13)CCCC2 | 5 | -3 | 1 | 0 | -2 | 1.0 | 6.7% | 1 | 6
CCc1ccccc1NC(=O)N1CCc2ccccc2C1 | 5 | -3 | -3 | 6 | -6 | 0.5 | -1.4% | 0 | 9
CC(=O)NS(=O)(=O)c1ccc(NC(=O)c2ccc(NC(=O)c3cccs3)cc2)cc1 | 2 | 16 | -4 | 3 | -8 | 0.2 | 3.8% | -9 | 7
CC1(C)NC(=O)N(CCOCCOc2ccccc2-c2ccccc2)C1=O | -5 | 1 | 1 | 4 | -2 | 0.4 | 0.2% | -22 | 7
Cn1c(C(=O)N2CCCC(C(=O)NCCCc3ccccc3)C2)cc2sccc21 (stereo not drawn) | -21 | 1 | 1 | 3 | 2 | 0.8 | 0.0% | -7 | x
CC1CCCCC1NC(=O)c1cn(C)c2ccc(S(=O)(=O)N3CCOCC3)cc2c1=O (stereo not drawn) | -2 | 0 | -5 | 1 | 19 | -0.1 | 0.8% | 22 | 6
CCCCCCCCCC(=O)Nn1cnc2ccccc2c1=O | 2 | -2 | -7 | 2 | -12 | -0.4 | -1.5% | -1 | 17
O=C(Cc1ccccc1)NNC1CC(=O)N(c2ccc(Cl)cc2)C1=O (stereo not drawn) | -9 | 0 | 3 | 1 | -9 | 0.4 | -1.0% | 18 | -8
O=C(N/N=C/c1ccc(-n2ccnc2)cc1)c1cccs1 | 3 | 5 | -1 | 4 | 12 | -0.1 | 1.3% | 6 | 15
CCn1cc(C2=NOC(C(=O)Nc3cccc(C(C)=O)c3)C2)c(C)n1 (stereo not drawn) | -4 | 4 | 2 | 17 | 2 | 0.7 | -0.5% | 0 | -5
Cn1c(=O)c(/C=C/c2ccc(F)cc2)nc2ccccc21 | 10 | -9 | -3 | 0 | -2 | 0.3 | 4.9% | 8 | 5
Cc1ccc(NC2c3ncccc3C(=O)N2Cc2cccs2)cc1C (stereo not drawn) | 4 | 3 | -10 | 4 | 11 | x | 0.1% | x | x
CC(C)Cc1nnc(NC(=O)C2CSC3(C)CCC(=O)N23)s1 (stereo not drawn) | 26 | -6 | -2 | 0 | -5 | 0.1 | 0.8% | 6 | -4
O=C(NCCc1ccc(Cl)cc1)C1CCCN(S(=O)(=O)N2CCCCCC2)C1 (stereo not drawn) | -28 | -11 | -2 | 2 | -11 | -1.0 | -0.8% | 0 | -7
CCCOc1cccc(C(=O)N2CCN(C(=O)C3CCCO3)CC2)c1 (stereo not drawn) | 0 | 8 | 0 | 3 | 9 | 0.5 | 5.7% | -21 | 0
Cc1nn(C)c(C)c1S(=O)(=O)N(CC(=O)NCCCN1CC(C)CC(C)C1)c1ccc(C(C)C)cc1 (stereo not drawn) | 18 | 22 | -1 | 6 | 9 | -0.3 | -0.4% | -22 | -3
CC1(C)CC(NC(=O)c2ccccc2C(=O)NC2CC(C)(C)NC(C)(C)C2)CC(C)(C)N1 | -7 | 0 | -11 | 1 | 6 | 0.0 | 2.3% | 8 | 4
Cn1nccc1/C=C(/C#N)S(=O)(=O)c1ccccc1 | -4 | -2 | 0 | 3 | -1 | 0.2 | 2.2% | 31* | -4

Arranged by formula weight (rising): some entries from above.
SMILES | RXFP1 antag | TRHR PAM | D1 PAM | D1 agonist | D1 antagonist | D2 ag | RXFP1 ag | D2 antagonist | D2 PAM
Cc1cccc(NC(=O)CCN2CCN(C)CC2)c1 | -7 | 11 | 0 | 4 | 14 | -5.7 | 2.3% | 12 | 1
Cc1ccc(SCC(=O)Nc2nccs2)cc1 | 6 | -7 | 1 | -1 | -15 | 0.3 | -2.4% | 12 | 8
Cn1nccc1/C=C(/C#N)S(=O)(=O)c1ccccc1 | -4 | -2 | 0 | 3 | -1 | 0.2 | 2.2% | 31* | -4
CCc1ccccc1NC(=O)N1CCc2ccccc2C1 | 5 | -3 | -3 | 6 | -6 | 0.5 | -1.4% | 0 | 9
CCCOc1cccc(C(=O)N2CCN(C(=O)C3CCCO3)CC2)c1 (stereo not drawn) | 0 | 8 | 0 | 3 | 9 | 0.5 | 5.7% | -21 | 0
Cc1ccc(NC2c3ncccc3C(=O)N2Cc2cccs2)cc1C (stereo not drawn) | 4 | 3 | -10 | 4 | 11 | x | 0.1% | x | x
O=C(Cc1ccccc1)NNC1CC(=O)N(c2ccc(Cl)cc2)C1=O (stereo not drawn) | -9 | 0 | 3 | 1 | -9 | 0.4 | -1.0% | 18 | -8
CC(N=c1ccccn1C(=O)Nc1cccc(C(F)(F)F)c1)c1ccco1 (stereo not drawn) | 8 | 2 | -5 | 1 | -12 | 0.9 | 2.7% | 17 | 1
CC1(C)CC(NC(=O)c2ccccc2C(=O)NC2CC(C)(C)NC(C)(C)C2)CC(C)(C)N1 | -7 | 0 | -11 | 1 | 6 | 0.0 | 2.3% | 8 | 4

The list goes on:
SMILES | RXFP1 antag | TRHR PAM | D1 PAM | D1 agonist | D1 antagonist | D2 ag | RXFP1 ag | D2 antagonist | D2 PAM
Cc1ccc2nc(NC(=O)COC(=O)c3ccc(Br)o3)sc2c1 | -8 | -2 | -3 | 7 | 6 | 0.2 | 5.3% | 4 | 6
Cc1c(C(=O)Nc2ccc3c(c2)OCCO3)sc2nc(-c3ccccc3)cn12 | -28 | 2 | -7 | 1 | -27 | -1.2 | 1.5% | 73* | -4
CCOC(=O)C1=C(C)N(C)C(=S)N(C)C1c1ccc(OC)cc1 (stereo not drawn) | -15 | 6 | -2 | 1 | -22 | -0.6 | 0.3% | 16 | 4
Nc1nnc(CCCCCc2nnc(N)s2)s1 | 9 | 2 | 1 | 3 | 11 | 3.0 | 0.5% | 4 | 2
CC1CN(C(=O)N2CCC(C(=O)NCc3cccs3)CC2)c2ccccc2O1 (stereo not drawn) | -2 | 7 | 0 | 0 | -4 | 0.5 | 4.3% | x | 4
CCN(CC(=O)Nc1ccccc1OC)C(=O)c1ccc2[nH]c3c(c2c1)CC(C)CC3 (stereo not drawn) | 8 | 4 | 9 | 1 | 14 | 0.8 | 1.4% | -11 | 1
CN(C(=O)c1ccccc1C(=O)OCC(=O)c1ccc(Br)cc1)c1ccccc1 | 3 | -1 | -18 | 6 | -5 | -0.1 | -0.8% | 2 | 0
COc1cc2[nH]c(=O)n(Cc3ccc(C(=O)N4CCN(c5ccc(Cl)cc5)CC4)cc3)c(=O)c2cc1OC | x | 5 | 4 | 5 | -13 | 1.2 | -5.5% | x | 1
Cc1ccc2c(C(=O)CN3CCCC(C)C3)c(C)[nH]c2c1 (stereo not drawn) | -12 | 8 | -6 | 4 | 2 | 0.1 | 3.1% | 8 | -5
COc1cccc(NC(=O)CSc2nc3ccccc3c(=O)n2C)c1 | -1 | -4 | 7 | 50* | 1 | -0.5 | 1.3% | 27 | 8

A stretch taken from the entries so far:
SMILES | RXFP1 antag | TRHR PAM | D1 PAM | D1 agonist | D1 antagonist | D2 ag | RXFP1 ag | D2 antagonist | D2 PAM
Cc1ccc2c(C(=O)CN3CCCC(C)C3)c(C)[nH]c2c1 (stereo not drawn) | -12 | 8 | -6 | 4 | 2 | 0.1 | 3.1% | 8 | -5
COc1cccc(NC(=O)CSc2nc3ccccc3c(=O)n2C)c1 | -1 | -4 | 7 | 50* | 1 | -0.5 | 1.3% | 27 | 8

Next part
SMILES | RXFP1 antag | TRHR PAM | D1 PAM | D1 agonist | D1 antagonist | D2 ag | RXFP1 ag | D2 antagonist | D2 PAM
Cc1noc(C)c1S(=O)(=O)N(CC(=O)N1CCCCCC1)c1ccc(C(C)C)cc1 | x | -7 | -3 | 11 | -18 | -0.9 | 0.1% | 0 | 15
CCS(=O)(=O)c1nc(S(=O)(=O)c2ccc(Cl)cc2)c(NCc2ccc(Cl)cc2)s1 | -1 | -2 | -2 | 2 | -8 | 0.0 | -0.8% | x | -2
Cc1cccc(C(=O)NCc2nc3ccccc3n2Cc2ccccc2Cl)c1 | -23 | -14 | 0 | 1 | 15 | 0.0 | 1.5% | x | -2
CCCOc1ccc(/C=N/Nc2ccc(C(=O)O)cc2)c(OCCC)c1 | u | 6 | -1 | -2 | 20 | -1.6 | 3.9% | 9 | 8
O=C(C1CCC(=O)N(C2CCCC2)C1)N1CCC(Oc2ccccc2Cl)CC1 (stereo not drawn) | -3 | 5 | -1 | 3 | -8 | 0.8 | -4.7% | 9 | -8
COC(=O)NC(NS(=O)(=O)c1ccccc1)(C(=O)OC)C(F)(F)F (stereo not drawn) | -15 | 0 | -4 | 3 | -10 | -1.0 | 2.9% | 6 | -3
